Source: PubChem BioAssay
NadD block: blocks S. aureus nicotinate mononucleotide adenylyltransferase | purified NadD enzyme, colorimetric absorbance read-out | inhibition, % at 20 µM | actives 0.78% (n = 360,000) | AID 602399; in the data active means inhibition above about 26%; further: some compounds past the cut are filed as inactive
CSN inh: blocks human CSN-mediated cullin deneddylation; Q92905; Purified CSN, SCF-Nedd8-OG deneddylation, fluorescence polarization; inhibition, % at 12.5 µM; actives 0.38% (n = 360,000);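 active means pattern-corrected inhibition above about 35%, with an unprinted fluorescence ratio check between 0.5 and 1.5, limit read from the data, passing the limit was not always enough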;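 further: 0% = enzyme with substrate and 100% = substrate without enzyme; some results filed as inactive read as strong as hits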
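assay system = purified human Csn5 enzyme expressed in HEK293T cells | amount = 0.24 nM enzyme | buffer or medium = Tris/NaCl/DTT buffer, pH 7.5 | reagent = 10 nM SCFSkp2-Nedd8OG | compound = one concentration, 12.5 µM, 0.25% DMSO | times = 90 min reaction at room temperature | signal = FP | read-out basis = % inhibition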
LMPTP block: blocks human LMPTP phosphatase. recombinant LMPTP-A, OMFP fluorogenic substrate, fluorescence intensity. inhibition, % at 20 µM. P24666. AID 651560. actives 0.22% (n = 360,000);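 active means compounds that cut the enzyme signal by at least half of the control window in the single-dose screen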;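 further: plate controls were DMSO wells with enzyme plus substrate for no effect and substrate without enzyme for full effect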
Target sequence (P24666 whole entry, looked up): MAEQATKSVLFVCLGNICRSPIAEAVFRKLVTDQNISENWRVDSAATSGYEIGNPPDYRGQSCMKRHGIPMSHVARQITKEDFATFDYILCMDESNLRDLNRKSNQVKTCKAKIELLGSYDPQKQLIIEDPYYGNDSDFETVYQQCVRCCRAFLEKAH
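Assay system: LMPTP-A, protein tyrosine phosphatase of low molecular weight / Medium: pH 6.0 Bis-Tris buffer with DTT and Triton X-100 / Schedule: 50 min enzyme reaction at room temperature, protected from light / Measured by: endpoint fluorescence intensity from OMFP dephosphorylation / Read-out basis: % inhibition relative to no-enzyme and uninhibited control wells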
STEP block: inhibitors of human striatal-enriched phosphatase STEP; actives 0.25% (n = 360,000); AID 588621; recombinant STEP, OMFP fluorogenic substrate, fluorescence; inhibition, % at 20 µM; P54829;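 active means inhibition at 20 µM, scaled per plate between control wells, above about 37%, limit read from the data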;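 further: 0% = DMSO with enzyme and substrate and 100% = substrate only without enzyme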
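Measure: Control-normalized % inhibition with plate pattern correction | Test system: STEP phosphatase, cell-free reaction | Medium: pH 6.0 Bis-Tris with DTT and Tween 20 | Technique: Fluorescence, 480/540 nm | Times: Reaction 20 min, ambient temperature | Doses: Single compound dose of 20 µM, 1% DMSO final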
SUMO1 PPI mod: modulators of human SUMO1-mediated protein-protein interactions; P63165; SUMO1 binding to a labelled peptide, TR-FRET, 1 h; inhibition, % at 20 µM; actives 0.33% (n = 360,000); in the data active means inhibition above about 37%
Target sequence (P63165 whole entry, looked up): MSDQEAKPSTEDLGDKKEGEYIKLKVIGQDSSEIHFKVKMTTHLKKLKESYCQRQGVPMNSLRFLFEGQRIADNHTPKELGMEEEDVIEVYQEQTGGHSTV
TbMetRS inhib: blocks T. brucei methionyl-tRNA synthetase activity | purified T. brucei MetRS, ATP depletion, Kinase-Glo luminescence | inhibition, % at 11.9 µM | actives 0.4% (n = 360,000) | AID 624268;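 active means inhibition above a per-plate cutoff of the control wells' mean inhibition plus 3 SD, cut at about 5.5% in these data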;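 further: 0% = DMSO wells median and 100% = median of wells with control inhibitor compound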
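Material – parasite MetRS enzyme · Medium – HEPES-MgCl2-KCl buffer plus DTT, spermine, BSA, pyrophosphatase · Reagent – ATP, methionine and E. coli bulk tRNA substrates · Times – 15 min enzyme-compound preincubation, 2 h reaction, 10 min detection, 25 °C · Measured by – luminescence of leftover ATP · Evaluation – percent inhibition relative to median high and low control wells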
PABP1 MLLE inh: blocks PAM2 peptide binding to the PABP1 MLLE domain | GST-MLLE / FITC-PAM2 fluorescence polarization | inhibition, % at 20 µM | actives 0.36% (n = 360,000) | AID 588489; in the data active means inhibition above about 35%, passing the limit was not always enough;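 further: plate controls were DMSO wells with GST-MLLE for no effect and wells lacking GST-MLLE protein for full effect; some results filed as inactive read as strong as hits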
Target sequence (P11940 whole entry, looked up, the tested form may be a part): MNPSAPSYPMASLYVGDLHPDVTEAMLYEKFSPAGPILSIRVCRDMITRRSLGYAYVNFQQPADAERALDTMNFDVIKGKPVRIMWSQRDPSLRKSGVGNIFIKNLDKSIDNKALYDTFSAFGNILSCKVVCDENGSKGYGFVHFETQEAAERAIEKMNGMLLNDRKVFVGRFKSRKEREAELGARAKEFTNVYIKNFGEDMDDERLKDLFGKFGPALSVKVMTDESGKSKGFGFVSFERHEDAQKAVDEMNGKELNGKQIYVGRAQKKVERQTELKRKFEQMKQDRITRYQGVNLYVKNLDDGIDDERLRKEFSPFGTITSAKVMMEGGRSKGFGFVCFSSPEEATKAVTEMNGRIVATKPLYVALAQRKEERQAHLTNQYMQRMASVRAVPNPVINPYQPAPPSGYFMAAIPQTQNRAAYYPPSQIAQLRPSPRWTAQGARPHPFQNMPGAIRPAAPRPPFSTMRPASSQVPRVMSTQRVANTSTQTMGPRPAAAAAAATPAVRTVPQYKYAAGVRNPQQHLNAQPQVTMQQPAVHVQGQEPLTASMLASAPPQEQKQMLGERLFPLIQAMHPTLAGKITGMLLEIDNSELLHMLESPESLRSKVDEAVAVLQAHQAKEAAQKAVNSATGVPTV
Scp-1 inhibitor: Scp-1 (human) phosphatase inhibition. Recombinant Scp1, phosphopeptide, malachite green phosphate absorbance. inhibition, % at 20 µM. actives 0.88% (n = 340,000);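 active means inhibition above about 50% at 20 µM, limit read from the data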;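 further: plate controls were DMSO wells with enzyme for no effect and wells lacking enzyme for full effect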
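Material: truncated SCP-1 phosphatase (76-261aa) / Buffer or medium: 50 mM Tris acetate pH 5.5, 0.005% Tween-20, 10 mM MgCl2 / Compound dosing: one concentration, 20 µM, with 1.0% DMSO / Incubation: 45 min room-temperature reaction, 5 min colour, 30 min stabiliser / Detection: colorimetric free-phosphate detection, absorbance 630 nm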
DNMT1 block: DNMT1 (human) enzyme inhibition; AID 588458; DNMT1 molecular beacon, Hinp1I cleavage, fluorescence; inhibition (reported as % activation of signal), % at 10 µM; actives 0.83% (n = 360,000); in the data active means inhibition above about 50%
Rpn11 block: Rpn11 (human) deubiquitinase inhibition. human 26S proteasome, Ub4-pepOG fluorescence polarization; 20S core pre-blocked with epoxomicin. AID 588493. calls only at 20 µM. actives 0.59% (n = 360,000). O00487;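 active means inhibition at 20 µM, scaled to each plate's controls, above about 33%, limit read from the data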
* = called active by the depositor; i = inactive.

SMILES	NadD block	CSN inh	LMPTP block	STEP block	SUMO1 PPI mod	TbMetRS inhib	PABP1 MLLE inh	Scp-1 inhibitor	DNMT1 block	Rpn11 block
CCOC(=O)C1CCN(Cc2cn[nH]c2-c2ccc(C)cc2)CC1	1	1	-2.3	-2	-1	0.2	-6	-8	1	i
Cc1ccc(CNC(=O)CCCn2c(=O)c3ccccc3n(CC(=O)NCc3ccco3)c2=O)cc1	-3	-5	-0.8	-3	-1	-0.8	5	-2	4	i
Oc1ccc(-c2sc(Nc3ccccc3)n[n+]2-c2ccc(F)cc2)cc1	9	5	0.9	-1	1	-0.2	-130	1	3	i
COc1ccc(-c2nnc(NC(=O)CSc3ccccc3)s2)cc1OC	1	-10	-0.6	3	0	-1.9	0	5	21	i
CSc1nc2ccccc2cc1/C=C(\C#N)c1ccc(Cl)c(Cl)c1	-1	-2	1.9	2	2	-1.9	-8	0	5	i
Cc1n[nH]c(=O)c2c(NC(=O)COC(=O)Cc3c(F)cccc3Cl)oc(C)c12	-3	-2	-7.3	-2	-18	-0.1	4	-5	-3	i
CCc1ccccc1OCC(=O)OCC(=O)Nc1cc(C)on1	7	0	-0.9	-1	0	-0.6	-5	-4	5	i
CCc1cc(=O)n2c([nH]c3ccccc32)c1C#N	3	2	1.9	-1	5	-0.1	-16	13	-11	i
COc1cc([N+](=O)[O-])ccc1NC(=S)Nc1cc(C(=O)OC(C)C)cc(C(=O)OC(C)C)c1	9	-15	-0.9	1	-12	-0.6	24	-11	-7	i
Cn1c(SCC(=O)Nc2ccc(Br)cc2F)nnc1-c1ccco1	-4	2	1.3	0	-1	0.4	9	0	-1	i
COc1ccc(C2(CNC(=O)c3cccc([N+](=O)[O-])c3)CCOCC2)cc1	-1	-1	-2.3	-1	-14	-1.1	-2	2	1	i
COC(=O)C1[C@H]2C(=O)N(Cc3cccs3)C[C@]23C=C[C@H]1O3 (stereo partly drawn)	-3	7	0.1	-1	-1	-0.5	8	-4	0	i
CC(=O)c1ccc(NC(=O)CSc2ccc(-c3sc(C)nc3C)nn2)cc1	7	2	1.4	4	-21	-0.4	18	-4	1	i
Fc1ccccc1CSc1nncn1NCc1cccs1	1	-3	1.0	-2	0	-0.6	-17	-2	-3	i
Cc1cc(/C=N/NC(=O)CC2(C)OCCO2)c(C)n1-c1cc(Cl)cc(Cl)c1	-1	5	-2.7	4	-1	-1.3	-4	-5	-7	i
Nc1ccc(C(=O)N(CCO)CCO)cc1	-2	-1	-1.5	-2	-1	-0.6	-14	-5	1	i
COc1ccccc1C(O)(c1ccccc1)c1ccccc1OC	-10	-1	0.6	-1	3	-0.3	18	-10	-3	i
C[C@@H]1C=C(C(=O)N2CCN(C)CC2)O[C@H](OCc2ccc(CO)cc2)C1	0	6	-2.3	-3	4	0.4	10	-2	3	i
Cc1nn(C)c2ncc(C(=O)c3ccccc3O)cc12	-9	5	-0.3	0	0	-0.8	-12	-3	1	i
Cc1ccccc1/C=C/C1=NCCN1	4	-2	-1.4	0	-13	-0.4	1	-9	5	i
COc1ccc(C(=O)CC(=O)c2ccccc2)cc1	2	-3	3.1	2	-13	-0.5	2	-22	-1	i
COc1cccc(NC(=O)C2C3C=CC(O3)C2C(=O)NCc2cccnc2)c1 (stereo not drawn)	-2	-2	-2.3	-4	0	-1.2	-9	-2	-4	i
O=C(Nc1ccc(F)c(Cl)c1)C1CC(=O)n2c(nc3ccccc32)N1 (stereo not drawn)	2	0	0.6	0	-1	74*	0	2	8	i
c1ccc2c(c1)OCc1cn[nH]c1-2	-7	-3	-1.2	-2	-3	-0.9	0	-9	2	i
CC(=O)N/N=C(/C)c1ccc(NC(=O)c2csc(C)c2C)cc1	-4	4	-0.5	-2	-6	-0.5	7	2	0	i

TbMetRS inhib, entries above that show a hit.
Structure	NadD block	CSN inh	LMPTP block	SUMO1 PPI mod	TbMetRS inhib	PABP1 MLLE inh	Scp-1 inhibitor	DNMT1 block	Rpn11 block
O=C(Nc1ccc(F)c(Cl)c1)C1CC(=O)n2c(nc3ccccc32)N1 (stereo not drawn)	2	0	0.6	-1	74*	0	2	8	i

Part of the list above, with two lines to a compound.
Results follow in this order: NadD block, CSN inh, LMPTP block, STEP block, SUMO1 PPI mod, TbMetRS inhib, PABP1 MLLE inh, Scp-1 inhibitor, DNMT1 block, Rpn11 block
Oc1ccc(-c2sc(Nc3ccccc3)n[n+]2-c2ccc(F)cc2)cc1
 : 9, 5, 0.9, -1, 1, -0.2, -130, 1, 3, i
COc1ccc(-c2nnc(NC(=O)CSc3ccccc3)s2)cc1OC
 : 1, -10, -0.6, 3, 0, -1.9, 0, 5, 21, i
CSc1nc2ccccc2cc1/C=C(\C#N)c1ccc(Cl)c(Cl)c1
 : -1, -2, 1.9, 2, 2, -1.9, -8, 0, 5, i
Cc1n[nH]c(=O)c2c(NC(=O)COC(=O)Cc3c(F)cccc3Cl)oc(C)c12
 : -3, -2, -7.3, -2, -18, -0.1, 4, -5, -3, i
CCc1ccccc1OCC(=O)OCC(=O)Nc1cc(C)on1
 : 7, 0, -0.9, -1, 0, -0.6, -5, -4, 5, i
CCc1cc(=O)n2c([nH]c3ccccc32)c1C#N
 : 3, 2, 1.9, -1, 5, -0.1, -16, 13, -11, i
COc1cc([N+](=O)[O-])ccc1NC(=S)Nc1cc(C(=O)OC(C)C)cc(C(=O)OC(C)C)c1
 : 9, -15, -0.9, 1, -12, -0.6, 24, -11, -7, i
Cn1c(SCC(=O)Nc2ccc(Br)cc2F)nnc1-c1ccco1
 : -4, 2, 1.3, 0, -1, 0.4, 9, 0, -1, i
COc1ccc(C2(CNC(=O)c3cccc([N+](=O)[O-])c3)CCOCC2)cc1
 : -1, -1, -2.3, -1, -14, -1.1, -2, 2, 1, i
COC(=O)C1[C@H]2C(=O)N(Cc3cccs3)C[C@]23C=C[C@H]1O3 (stereo partly drawn)
 : -3, 7, 0.1, -1, -1, -0.5, 8, -4, 0, i
CC(=O)c1ccc(NC(=O)CSc2ccc(-c3sc(C)nc3C)nn2)cc1
 : 7, 2, 1.4, 4, -21, -0.4, 18, -4, 1, i

Continued:
SMILES	NadD block	CSN inh	LMPTP block	STEP block	SUMO1 PPI mod	TbMetRS inhib	PABP1 MLLE inh	Scp-1 inhibitor	DNMT1 block	Rpn11 block
O=C(Nc1nc2ccc(F)cc2s1)C1=NN(c2ccccc2)C(=O)CC1	3	-3	1.1	1	-1	0.0	-12	-4	-6	i
COc1ccccc1NS(=O)(=O)c1cccc(C(=O)NNC(=O)c2ccc(Cl)nc2)c1	3	-1	0.2	2	10	0.1	5	-8	0	i
CCOC(=O)CC(NC(=O)c1cccs1)c1ccc(C)cc1 (stereo not drawn)	-5	-2	-2.3	0	-1	-1.0	5	-3	0	i
COc1ccc(-c2nc(SCC(=O)NC3CCCC3)c(-c3ccc(OC)cc3)[nH]2)cc1	5	-1	0.7	-1	8	-0.3	16	6	-8	i
COc1ccc(/C=C/c2nc3ccccc3n2C)cc1	2	-2	3.0	-3	-6	-3.7	13	0	8	i
O=[N+]([O-])/C=C/c1cc2ccccc2[nH]1	-4	-1	1.3	-2	-11	-0.5	-16	-11	-3	i
CCC(C(=O)O)N1C(=O)C2CCCCC2C1=O (stereo not drawn)	-5	-1	-1.7	-3	4	-0.2	4	-1	-1	i
CCN1CCN(C(=O)CN(Cc2ccccc2)S(C)(=O)=O)CC1	-4	0	-0.3	0	4	0.0	-1	-4	-1	i
COc1ccc(NC(=O)C(CC(C)C)NC(=O)C2CCC(C)CC2)cc1 (stereo not drawn)	-1	2	-2.1	0	0	-0.9	-19	-1	1	i
O=C(c1ccc(Cl)s1)N1CCN(S(=O)(=O)c2ccc(Cl)cc2)CC1	-6	-6	1.2	-2	0	-0.1	-4	5	5	i
Cc1ccc(CC(=O)Nc2ccc(S(=O)(=O)N3CCOCC3)cc2)cc1	-4	-3	1.1	-3	1	-1.6	-18	1	3	i
Oc1c(C(c2cccs2)N2CCOCC2)sc2ncnn12 (stereo not drawn)	-2	2	-1.0	1	-6	-0.5	-8	-7	0	i
COc1cc(NC(=O)C/C(C)=N/NC(=O)C(=O)NC2CCCCC2)c(OC)cc1Cl	3	-5	-0.2	0	0	0.1	7	-7	-4	i
O=C(COc1cc2oc(=O)c3c(c2cc1Cl)CCC3)Nc1ccc(CN2CCOCC2)cc1	-1	-2	4.8	1	10	-0.8	-12	7	-4	i
COc1cccc(NC(=O)CSc2nnc(-c3cccs3)n2C)c1	7	-5	-0.6	3	-1	0.0	-8	0	-1	i
CC(Cl)C(=O)Nc1ncc(C(F)(F)F)cc1Cl (stereo not drawn)	-1	-4	-0.3	-3	-2	0.3	8	0	2	i
CS(=O)(=O)c1cccc(-c2csc(N3CCC(C(N)=O)CC3)n2)c1	-2	2	0.8	-3	-9	0.0	-23	6	-7	i
CCN1CCN(Cc2c(O)ccc3c(=O)c(-c4ccc(OC)c(OC)c4)c(C(F)(F)F)oc23)CC1	3	-1	-3.8	4	-8	-0.8	7	-6	0	i
Cc1ccc2nc(N(CCCN(C)C)C(=O)CN3C(=O)c4ccccc4C3=O)sc2c1	-5	-2	0.0	2	-11	0.3	-13	-3	-1	i
O=c1[nH]cc(N(CCO)CCO)c(=O)[nH]1	-2	-2	5.7	1	-2	-0.8	2	-2	7	i
COc1cc(NC(=O)c2cc(-c3ccccc3)on2)cc(OC)c1OC	-10	-2	1.6	2	3	-0.3	4	-7	-2	i
CC(=O)Nc1ccc(S(=O)(=O)NCCS(=O)(=O)N2CCN(c3ccccc3)CC2)cc1	2	0	0.0	1	4	-0.2	-5	-6	-1	i
CCCN(CCC)CC(O)CN(c1cc([N+](=O)[O-])ccc1OC)S(=O)(=O)c1ccccc1 (stereo not drawn)	-4	3	-1.6	1	-8	-0.8	-4	-2	-8	i
COc1cc(CNCCCN2CCOCC2)ccc1OCC(=O)NC(C)(C)C	-6	-2	-2.5	-4	-4	-1.1	15	37	3	i
